TRPV1 agonist – agonists of human vanilloid receptor 1 (TRPV1). Q8NER1. AID 540275. TRPV1-expressing cells, Fluo-8 calcium influx, agonist mode. activation, % at 8.33 µM. 320,000 compounds, 0.19% hits; in the data active = activation above about 80%; inconclusive = between about 30% and that limit; note: 0% is about no effect
Target sequence (Q8NER1 whole entry, looked up): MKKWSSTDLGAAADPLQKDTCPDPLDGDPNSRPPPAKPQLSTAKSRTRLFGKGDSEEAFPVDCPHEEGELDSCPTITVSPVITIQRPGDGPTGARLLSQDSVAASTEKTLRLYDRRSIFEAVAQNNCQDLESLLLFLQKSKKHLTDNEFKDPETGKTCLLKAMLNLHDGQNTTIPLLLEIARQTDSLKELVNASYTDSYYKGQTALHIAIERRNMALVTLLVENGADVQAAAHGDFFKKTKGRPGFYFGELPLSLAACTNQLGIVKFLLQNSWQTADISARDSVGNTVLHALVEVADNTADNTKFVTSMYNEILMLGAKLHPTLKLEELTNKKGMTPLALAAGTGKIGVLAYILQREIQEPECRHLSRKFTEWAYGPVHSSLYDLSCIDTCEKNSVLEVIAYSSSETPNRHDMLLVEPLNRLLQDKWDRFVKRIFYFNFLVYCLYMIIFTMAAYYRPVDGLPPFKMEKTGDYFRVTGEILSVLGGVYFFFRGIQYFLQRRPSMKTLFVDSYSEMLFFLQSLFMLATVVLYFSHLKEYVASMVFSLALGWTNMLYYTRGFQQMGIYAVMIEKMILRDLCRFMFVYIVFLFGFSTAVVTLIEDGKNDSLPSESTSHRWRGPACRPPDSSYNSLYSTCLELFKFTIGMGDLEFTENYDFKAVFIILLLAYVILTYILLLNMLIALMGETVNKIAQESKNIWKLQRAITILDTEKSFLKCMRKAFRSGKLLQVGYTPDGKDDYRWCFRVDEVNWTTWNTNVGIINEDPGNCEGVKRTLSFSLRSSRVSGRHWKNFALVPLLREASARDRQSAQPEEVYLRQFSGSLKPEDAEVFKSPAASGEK
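Fluo-8 calcium influx in TRPV1-expressing cells, kinetic read (ex 480/em 520 nm). Compound added and read 3 min for agonist activity, followed by capsaicin at EC20 final and 2 min further read for enhancement.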
A-T KAP1 phos – potential ataxia-telangiectasia treatment; […] A-T fibroblasts, KAP-1 phosphorylation AlphaLISA; neocarzinostatin DNA damage 30 min before lysis; Potency, µM (doses to about 57.5 µM), for inactives: at the top dose activation, hits mostly activators; 320,000 compounds, 0.19% hits; note: potency is the fitted concentration of half-maximal effect; % of control where 0% means no effect; nearly all actives have a fitted effect of over 45% in size
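hTERT-immortalized A-T patient fibroblasts ([…]), 500 cells/well in OPTI-MEM, 1% FBS, got compounds for 60 min, then NCS for 30 min at 37C. Lysates were then assayed for phospho-KAP-1 by AlphaLISA (anti-pKAP1 donor, anti-KAP1 acceptor beads), 6 hr at 25C.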
FBPA coupling cs – coupling enzyme interference in Giardia aldolase counter-screen | coupling enzyme system counterscreen, AmpLite Red fluorescence | AID 2472 | 290,000 compounds, 0.67% hits | activity change, negative = inhibition, % at 58.2 µM, hits read low; in the data active = activity change below about -30%; note: % is set by controls: 0 for no effect and ±100 for the full control effect
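Counterscreen lacking aldolase: glyceraldehyde-3-phosphate coupling-enzyme reagent preincubated 10 min at RT with compound (at 57.5 uM final), then substrate/coupling system with AmpLite Red added; fluorescence read at 525/598 nm after 20 min RT.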
Integrin act MD – integrin-mediated muscular dystrophy alleviation activation; alpha7betagal myoblasts, beta-gal FDG fluorescence, 48 h; Potency, µM (titrated, usually from 38.3 µM), without a hit: at the top dose activation, usual class: activators; 350,000 compounds, 0.064% hits; AID 624291;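 note: potency is the fitted concentration of half-maximal effect; 100% = response of the positive control SU9516; nearly all actives have a fitted effect of over 60% in size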
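Alpha7betagal+/- myoblasts (passage 13) were plated 16-24 hr, then exposed to compounds (1:260 dilution of DMSO stock) for 48 hours at 37C. After MPER lysis, β-galactosidase reporter activity was read as FDG fluorescence (ex 480/em 540) after 30 minutes.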
MBNL1 CUG block – blocks human MBNL1 binding to CUG repeat RNA | Q9NR56 | TR-FRET MBNL1-His/biotin-(CUG)12 binding, 665/545 ratio | Potency, µM (top dose mostly 57.5 µM), for the others: top-dose activity change, negative = inhibition, actives largely listed as inhibitors | 280,000 compounds, 0.036% hits; active = well fitted inhibition curve with a large enough effect in the signal ratio, with a control signal flat, not every such curve was filed as active; inconclusive = small, poorly fitted or top-dose-only effect, or effect the other way, or a change in a side signal; inactive = no such curve, though single readings can be large or run the other way; the % refers to the signal ratio; note: potency is the fitted concentration of half-maximal effect; % is set by controls: 0 for no effect and ±100 for the full control effect
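Ratiometric TR-FRET (665 over 545 nm, excitation 340 nm) tracks disruption of MBNL1-His/biotin-(CUG)12 complex after 60 min at room temperature, with compounds at 92 nM to 58 uM final.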
CXXC DNA block – MLL CXXC-DNA interaction inhibition | AID 2662 | Q03164 | 290,000 compounds, 0.037% hits | Potency, µM (titrated, usually from 115 µM), for the others: at the top dose activity change, negative = inhibition, hits mostly inhibitors | MLL-CXXC / FITC-HOXA9 DNA fluorescence polarization; active = well fitted inhibition curve with a large enough effect in the polarisation, with a control signal flat, not every such curve was filed as active; inconclusive = small, poorly fitted or top-dose-only effect, or effect the other way, or a change in a side signal; inactive = no such curve, though single readings can be large or run the other way; the % refers to the polarisation; note: potency is the fitted concentration of half-maximal effect
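Steps: dispense CXXC domain solution (7 uM) → pin compounds or unlabeled HOX-A9 DNA control → 5 min ambient → add FLSN-HOX-A9 solution (50 nM) → spin → 30 min ambient → fluorescence polarization. Tris pH 7.5/NaCl/DTT/BSA buffer.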
KCNH2 WT inh – blocks the wildtype human KCNH2 potassium channel. U2OS, BacMam KCNH2, thallium flux FluxOr; hits give low values. AID 720551. activity change, % at 1.84 µM. Q12809. 340,000 compounds, 0.37% hits;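 active = maximum activity change below -70%; inconclusive = maximum activity change between -70% and -50%; inactive = maximum activity change above -50%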; note: % is set by controls: 0 for no effect and ±100 for the full control effect
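U2OS cells transduced with wild-type KCNH2 virus are loaded with FluxOr dye for 45 min, and thallium flux is measured in kinetic reads before and after stimulation buffer. Rate constants are normalized to DMSO controls.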
S-ASM inh – human S-ASM enzyme inhibition | 340,000 compounds, 0.006% hits | Potency, µM (doses to about 57.5 µM), for the others: top-dose activity change, negative = inhibition, actives largely listed as inhibitors | AID 504937 | placental ASM, HMU-PC fluorogenic substrate, 60 min | P17405; note: potency is the fitted concentration of half-maximal effect
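qHTS format. ASM enzyme prepared from human placenta hydrolyses the fluorogenic substrate HMU-PC0 (9 uM final) over 60 min at 37 °C after a 10 min compound preincubation.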
GALK inhibitor – inhibitors of human galactokinase | P51570 | 270,000 compounds, 0.007% hits | Potency, µM (highest dose often 57.5 µM), for the others: top-dose activity change, negative = inhibition, most hits filed as inhibitors | AID 1868 | Purified GALK, Kinase-Glo residual ATP luminescence; note: potency is the fitted concentration of half-maximal effect; % is set by controls: 0 for no effect and ±100 for the full control effect
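GALK at 5 nM final was combined with compound, 35 uM ATP and 100 uM galactose in HEPES pH8.0 with MgCl2 and DTT. The reaction ran one hour at room temperature before luminescent ATP detection.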
KCNH2 3.1 block – KCNH2 3.1 (human) potassium channel inhibition | U2OS KCNH2 3.1, thallium flux FluxOr; hits give low values | activity change, % (tested at about 1.8 µM) | 340,000 compounds, 0.95% hits;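 active = maximum activity change below -70%; inconclusive = maximum activity change from -70% to -50%; inactive = maximum activity change above -50%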;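 note: thallium influx rate constant from kinetic fluorescence after stimulation buffer; % is set by controls: 0 for no effect and ±100 for the full control effect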
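Virally transduced U2OS (3.1 isoform, 4 h infection in dark at RT) → overnight 37 C → FluxOr + Red40 in HBSS/HEPES, 45 min → stimulation buffer, 2 min kinetic read → rate constant vs DMSO controls.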
Active calls of the source: *; ? = inconclusive; nt = not tested or not shown; [ ] = remark or other dose. Unless noted, calls come from the whole dose curve; as a rule, active = well fitted curve in the direction sought with a large enough effect; inconclusive = small, poorly fitted or top-dose-only effect, or another doubt; inactive = no such curve, though single readings can be large; an effect the other way counts as inactive or inconclusive.

Start of the data: the first 5 records, ahead of the listing:
Order of results: TRPV1 agonist | A-T KAP1 phos | FBPA coupling cs | Integrin act MD | MBNL1 CUG block | CXXC DNA block | KCNH2 WT inh | S-ASM inh | GALK inhibitor | KCNH2 3.1 block
- O=C(Cn1cnc2c(nnn2Cc2ccc(Cl)cc2)c1=O)OCc1ccccc1
  21 | 3% | -4 | -10% | -6% | -2% | 18 | -2% | -4% | 0
- COc1ccc(NC(=O)c2cc(-c3ccc(C)cc3)on2)cc1
  -1 | -15% | 0 | -10% | -8% | 22% | -7 | 4% | -2% | 0
- COc1cccc(C(=O)N/N=C/c2cn[nH]c2-c2ccc(OC)cc2OC)c1
  0 | 2% | 6 | -3% | -1% | 5% | 1 | 0% | 6% | -9
- Cc1cccc(NC(=O)CNC(=O)c2cccc(-n3cccc3)c2)c1C
  -5 | 12% | nt | -2% | nt | nt | -5 | nt | nt | -1
- C=C1C(=O)C23C(O)C1CCC2C12CCCC(C)(COC(C)=O)C1C(O)C3(O)OC2 (stereo not drawn)
  nt | nt | nt | -56%[inhibitor] | nt | nt | -7 | 5% | nt | 3

Results, repeating the preview:
Order of results: TRPV1 agonist | A-T KAP1 phos | FBPA coupling cs | Integrin act MD | MBNL1 CUG block | CXXC DNA block | KCNH2 WT inh | S-ASM inh | GALK inhibitor | KCNH2 3.1 block
- O=C(Cn1cnc2c(nnn2Cc2ccc(Cl)cc2)c1=O)OCc1ccccc1
  21 | 3% | -4 | -10% | -6% | -2% | 18 | -2% | -4% | 0
- COc1ccc(NC(=O)c2cc(-c3ccc(C)cc3)on2)cc1
  -1 | -15% | 0 | -10% | -8% | 22% | -7 | 4% | -2% | 0
- COc1cccc(C(=O)N/N=C/c2cn[nH]c2-c2ccc(OC)cc2OC)c1
  0 | 2% | 6 | -3% | -1% | 5% | 1 | 0% | 6% | -9
- Cc1cccc(NC(=O)CNC(=O)c2cccc(-n3cccc3)c2)c1C
  -5 | 12% | nt | -2% | nt | nt | -5 | nt | nt | -1
- C=C1C(=O)C23C(O)C1CCC2C12CCCC(C)(COC(C)=O)C1C(O)C3(O)OC2 (stereo not drawn)
  nt | nt | nt | -56%[inhibitor] | nt | nt | -7 | 5% | nt | 3
- COc1cc2c(C(=O)N3CCN(c4ccccc4F)CC3)cn(C)c(=O)c2cc1OC
  -1 | -2% | 1 | 0% | -15% | 2% | 2 | -1% | 0% | 5
- O/N=C/c1cc(Br)cs1
  -4 | -1% | 2 | -4% | -4% | 0% | 0 | 1% | -3% | -14
- O=C(Nc1cccc(S(=O)(=O)N2CCCCC2)c1)c1ccco1
  25 | 11% | nt | -7% | nt | nt | 6 | 2% | nt | 4
- Cc1cccc(N(CC(O)CON=C2c3ccccc3-c3ccccc32)S(C)(=O)=O)c1 (stereo not drawn)
  2 | 3% | -1 | 3% | 3% | 12% | -2 | -19% | -4% | 4
- COc1cc2c3nnc(-c4ccccc4)c-3cn(Cc3ccccc3F)c2cc1OC
  -5 | 4% | 1 | -31% | 55%[activator] | 6% | -15 | 104%[activator] | -3% | -20
- CCN1CCN(C(=O)c2ccc3c(c2)N(Cc2ccccc2)C(=O)c2ccccc2S3=O)CC1 (stereo not drawn)
  0 | -13% | 3 | -18% | -3% | nt | 8 | -1% | nt | 7
- C(=N\Nc1nc(N2CCOCC2)nc(N2CCOCC2)n1)/c1ccco1
  3 | 3% | 0 | nt | 2% | ? | nt | nt | 0% | nt
- COc1cccc(CNC(=O)Cc2ccc(NC(=O)C3=C(C)OCCS3)cc2)c1
  -1 | 8% | nt | 16% | -1% | 19% | 4 | 2% | 5% | -1
- O=C(COc1ccccc1Cl)Nc1cccc(S(=O)(=O)NC2=NCCCCC2)c1
  -1 | 0% | nt | -5% | nt | nt | 5 | -1% | nt | 8
- CC(C)Cc1nnc(NC(=O)Cc2ccc([N+](=O)[O-])cc2)s1
  1 | 3% | 1 | -10% | 4% | 5% | 6 | -3% | nt | 1

Later entries:
Order of results: TRPV1 agonist | A-T KAP1 phos | FBPA coupling cs | Integrin act MD | MBNL1 CUG block | CXXC DNA block | KCNH2 WT inh | S-ASM inh | GALK inhibitor | KCNH2 3.1 block
- O=c1c2ccccc2nnn1COc1cccc(Cl)c1
  14 | 6% | -2 | 26% | 7% | -3% | 10 | -2% | 11% | 1
- O=C(CSc1ncccn1)c1ccccc1Br
  2 | -4% | 0 | -15% | -3% | 1% | -1 | 0% | 1% | 3
- COc1ccccc1-n1c(C)c(C(=O)O)c2cc(OC)c3ccccc3c21
  ? | ? | -12 | -7% | 0% | 4% | 7 | -9% | -2% | 4
- CC(=O)Nc1ccc(NC(=O)c2cc(-c3ccc(C)c(C)c3O)n[nH]2)cc1
  2 | 15% | 0 | -6% | -21% | 27% | 6 | -22% | 3% | 17
- O=C(/C=C/c1ccc(-c2ccccc2[N+](=O)[O-])o1)c1ccc(F)cc1
  ? | -2% | -10 | -37% | 3% | -1% | -7 | -21% | 4% | -1
- O=C(COc1ccc(S(=O)(=O)N2CCc3ccccc32)cc1Cl)NCc1ccccn1
  0 | 3% | -1 | -15% | 4% | -3% | 15 | -1% | -1% | 2
- O=C(NCc1ccccc1)c1c[nH]c2ccccc2c1=O
  -2 | 44% | 0 | ? | -3% | 3% | -7 | -8% | -1% | 14
- Cc1cccc(NC(=O)CSc2nc(=O)n3ccccc3n2)c1C
  -6 | 4% | nt | -15% | nt | nt | 1 | 2% | nt | 13
- O=c1cc(CO)oc(CN2CCN(Cc3ccccc3)CC2)c1O
  0 | 6% | 0 | 3% | -1% | -6% | -7 | 1% | 1% | -3
- OC[C@@H](O)[C@@H](O)[C@H](O)[C@@H](O)CO
  5 | -6% | nt | -20% | nt | nt | -7 | -2% | nt | 9
- COCCNC(=O)CN(C(=O)Cn1nnc2ccccc21)c1ccc(F)c(Cl)c1
  0 | 1% | 1 | 11% | -4% | -2% | 36 | 2% | 0% | 6
- O=C(Nc1ccc(Cl)c(Cl)c1)NC1CCS(=O)(=O)C1 (stereo not drawn)
  8 | 4% | 0 | ? | -3% | -1% | 2 | -1% | 4% | -3
- COc1ccc(C(=O)OCCc2cc3ccccc3c(=O)o2)cc1
  11 | 9% | nt | -13% | nt | nt | 12 | 4% | nt | -8
- CC(=O)Nc1ccc(S(=O)(=O)Nc2nnc(Cc3ccc(Cl)cc3)s2)cc1
  1 | -7% | 10 | -34%[inhibitor] | -22% | -8% | 1 | 0% | -3% | 1
- Cc1ccc(S(=O)(=O)N2CC(C(=O)O)=CC[C@H]2c2ccc(Cl)cc2)cc1
  -2 | 0% | nt | 15% | nt | nt | 0 | 30% | nt | -8

Next records follow.
Order of results: TRPV1 agonist | A-T KAP1 phos | FBPA coupling cs | Integrin act MD | MBNL1 CUG block | CXXC DNA block | KCNH2 WT inh | S-ASM inh | GALK inhibitor | KCNH2 3.1 block
- Cc1ccc(N(C(=O)c2snc(C(N)=O)c2N)C(C(=O)NCC2CCCO2)c2ccc3ncccc3c2)cc1 (stereo not drawn)
  0 | 5% | 2 | -19% | ? | 24% | -6 | nt | 15% | 4
- NS(=O)(=O)c1ccc(CCNc2ccnc3cc(Cl)ccc23)cc1
  0 | 3% | 3 | -42% | -7% | -12% | 33 | 11% | -2% | -19
- COc1ccc(/C=C2\C(=O)NCC(=O)N2C)cc1
  -5 | 5% | 2 | 2% | 2% | 17% | 2 | -2% | 0% | -19
- O=C(CSc1nc2ccccc2c(=O)n1Cc1ccc(Cl)cc1)NCc1cccs1
  10 | -8% | 4 | -1% | nt | -6% | -6 | 0% | 1% | -82*
- CCOc1ccc(C(=O)Nc2c3c(nn2C(C)(C)C)CSC3)cc1OCC
  12 | -9% | 8 | 14% | 1% | -12% | -11 | 0% | 1% | -4
- COc1ccc([C@@H]2[C@@H]3C(=O)N(C(C)(C)C)C(=O)[C@@H]3[C@]3(Cc4ccc(Cl)cc4)C(=O)N(c4cccc(Br)c4)C(=O)N23)cc1
  3 | 5% | -3 | -3% | -3% | 11% | 1 | 0% | nt | -2
- COc1ccc(-c2cc3cccc(OC)c3oc2=O)cc1
  8 | 10% | -9 | -18% | ? | 3% | 0 | 232%[activator] | nt | 3
- COc1cccc(NC(=O)[C@H](Cc2ccccc2)NC(=O)[C@@H]2Cc3ccccc3CN2)c1
  -2 | 16% | 0 | 18% | -5% | -9% | 7 | 0% | 0% | 10
- c1ccn2c(c1)nc1c2nc2ccccn21
  1 | 9% | -5 | 3% | ? | 4% | -1 | nt | 7% | -3
- CC1CCc2cc(F)ccc2N1S(=O)(=O)c1ccc(F)cc1 (stereo not drawn)
  3 | -4% | -2 | 2% | -2% | 2% | -6 | -6% | -2% | -34
- CCC(=O)c1ccccc1OCCCCn1cncn1
  -1 | 0% | -2 | ? | -1% | -1% | -22 | 2% | -3% | -1

Screening data: PubChem BioAssay, National Center for Advancing Translational Sciences (NCATS)
